From PubChem
AP complement: alternative pathway complement inhibition, orthogonal assay; Human serum alternative complement pathway, LPS-coated ELISA, C3 deposition; tested in compound mixtures; actives 0.08% (n = 62,000); inhibition, % at 5 µM;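 active means inhibition above 30% in each of the two pooled mixtures holding the compound, so the lower value exceeds 30%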;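 further: 0% = serum in Mg-EGTA without compound and 100% = EDTA serum blank; some compounds past the cut are filed as inactive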
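Assay system: Human serum alternative complement pathway, C3 deposition on LPS-coated wells | Incubation: 1 h serum-compound exposure at 37 °C | Doses: 5 µM per compound in ten-compound mixtures | Read-out: Percent inhibition | Technique: ELISA with HRP anti-human C3 antibody, TMB substrate, absorbance 450 nm | Replication: Two pool placements per compound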
ROCK2 blocker: inhibitors of human Rho kinase 2 | O75116 | purified ROCK2, Kinase-Glo ATP depletion luminescence | inhibition, % at 6 µM | actives 0.35% (n = 60,000) | AID 604;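 active means inhibition above the screen-wide mean inhibition plus 3 SD, cut at about 18% in these data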;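 further: plate controls were DMSO wells for no effect and Y-27632 control wells after no-enzyme background subtraction for full effect; many of its hits are not listed in these tables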
Target sequence (O75116 whole entry, looked up): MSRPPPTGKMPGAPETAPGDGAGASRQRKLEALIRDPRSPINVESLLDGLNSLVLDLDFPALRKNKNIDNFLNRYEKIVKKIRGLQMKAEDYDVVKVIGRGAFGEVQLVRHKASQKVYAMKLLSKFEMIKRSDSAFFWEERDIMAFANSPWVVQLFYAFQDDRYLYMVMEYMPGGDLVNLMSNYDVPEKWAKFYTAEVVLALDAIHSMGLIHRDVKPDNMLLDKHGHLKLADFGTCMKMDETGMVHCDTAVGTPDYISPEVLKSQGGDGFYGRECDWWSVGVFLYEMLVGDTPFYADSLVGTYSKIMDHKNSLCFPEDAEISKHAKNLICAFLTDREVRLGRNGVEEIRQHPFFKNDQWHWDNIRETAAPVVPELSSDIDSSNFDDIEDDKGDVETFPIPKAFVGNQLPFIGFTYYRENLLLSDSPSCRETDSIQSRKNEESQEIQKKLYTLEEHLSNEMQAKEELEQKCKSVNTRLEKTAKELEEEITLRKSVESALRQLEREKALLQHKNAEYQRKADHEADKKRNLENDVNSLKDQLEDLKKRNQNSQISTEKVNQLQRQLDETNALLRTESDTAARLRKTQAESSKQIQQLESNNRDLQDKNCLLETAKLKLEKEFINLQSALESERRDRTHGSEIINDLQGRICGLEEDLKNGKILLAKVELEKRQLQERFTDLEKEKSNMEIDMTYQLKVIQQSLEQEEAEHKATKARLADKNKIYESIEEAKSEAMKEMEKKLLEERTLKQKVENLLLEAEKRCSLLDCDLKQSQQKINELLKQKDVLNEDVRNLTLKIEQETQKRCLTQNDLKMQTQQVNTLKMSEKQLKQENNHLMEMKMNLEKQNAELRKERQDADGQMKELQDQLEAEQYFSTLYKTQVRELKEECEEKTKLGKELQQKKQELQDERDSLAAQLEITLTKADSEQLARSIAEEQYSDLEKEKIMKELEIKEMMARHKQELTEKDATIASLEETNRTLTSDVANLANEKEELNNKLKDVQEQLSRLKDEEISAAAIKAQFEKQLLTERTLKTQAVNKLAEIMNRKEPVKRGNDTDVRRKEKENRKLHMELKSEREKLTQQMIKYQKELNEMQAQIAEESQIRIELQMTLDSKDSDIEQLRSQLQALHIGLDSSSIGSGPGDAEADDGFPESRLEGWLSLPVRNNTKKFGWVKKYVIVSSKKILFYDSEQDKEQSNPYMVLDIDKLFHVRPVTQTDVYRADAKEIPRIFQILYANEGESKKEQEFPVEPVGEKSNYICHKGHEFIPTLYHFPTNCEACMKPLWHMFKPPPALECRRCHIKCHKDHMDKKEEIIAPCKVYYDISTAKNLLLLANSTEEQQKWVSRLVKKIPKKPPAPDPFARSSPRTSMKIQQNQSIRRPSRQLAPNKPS
CatB inh: blocks human cathepsin B protease activity. P07858. purified cathepsin B, fluorogenic substrate, fluorescence. inhibition, %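 (tested at 10 µM)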. actives 0.1% (n = 63,000). AID 453; in the data active means inhibition above about 21%;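 further: 0% = enzyme with no compound and 100% = no enzyme blank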
CatB mix inh: inhibitors of human cathepsin B in compound mixtures; actives 0.06% (n = 62,000); inhibition, %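 (ten-compound pools at 5 µM per compound and 50 µM total)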; AID 488; Purified cathepsin B, AMC dipeptide fluorescence; P07858; in the data active means inhibition above about 22%, passing the limit was not always enough;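 further: 0% = enzyme without compound and 100% = no enzyme blank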
RORa activator: activators of human nuclear receptor RORA; P35398; CHO-K1 Gal4-RORA LBD luciferase reporter, luminescence; percent increase over mock-subtracted basal signal; activation, % at 10 µM; actives 1.5% (n = 65,000); AID 560;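 active means activation above the mean of all tested compounds plus 3 SD, cut at about 49% in these data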;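 further: 0% = DMSO-treated RORA cells and 100% = added signal equal to DMSO minus mock-transfected cells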
CatS block: inhibitors of human cathepsin S | inhibition, %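 (tested at 5 µM per compound within 10-compound mixtures)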 | recombinant cathepsin S, AMC dipeptide fluorescence, pooled mixtures | actives 0.06% (n = 62,000); in the data active means inhibition above about 32%, passing the limit was not always enough;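 further: 0% = enzyme without compound and 100% = blank without enzyme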
Ec RNAP inh: inhibitors of Escherichia coli RNA polymerase. P0A8V2. E. coli RNA polymerase, fluorescence transcription assay. inhibition, %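 (tested at 10 µM)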. actives 0.2% (n = 62,000). AID 559; in the data active means inhibition above about 20%;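 further: 0% = enzyme without compound and 100% = no enzyme blank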
PKA kinase inh: PKA (human) kinase inhibition; P17612; PKA Kemptide phosphorylation, Kinase-Glo ATP luminescence; inhibition, % at 6 µM; actives 0.1% (n = 65,000); AID 524;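 active means inhibition above the screen-wide mean inhibition plus 3 SD, cut at about 21% in these data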; further: many of its hits are not listed in these tables
JNK3 inh: JNK3 (human) kinase inhibition. actives 0.61% (n = 60,000). P53779. inhibition, % at 8 µM. purified JNK3 kinase activity, HTS. AID 746; in the data active means inhibition above about 17%;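 further: 0% = DMSO and 100% = reference inhibitor; many of its hits are not listed in these tables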
An asterisk follows results filed as active; . = no result given. The list is partial. The share of hits here may be higher or lower than overall.

The line under a structure holds: AP complement	ROCK2 blocker	CatB inh	CatB mix inh	RORa activator	CatS block	Ec RNAP inh	PKA kinase inh	JNK3 inh
O=C(Nc1cccc(F)c1)c1cccc(S(=O)(=O)N2CCOCC2)c1
  1.3	8.2	1.4	0.8	-2.2	12.8	12.6	11.1	4.4
CS(=O)(=O)N1CCC(C(=O)NCC2CCCO2)CC1 (stereo not given)
  6.7	4.4	-0.1	4.4	1.1	-13.1	-0.6	0.3	-2.5
O=C(Cc1ncn[nH]1)NCCc1ccccc1
  17.1	0.4	2.3	-0.3	-5.3	-3.8	4.8	-0.5	6.5
Cc1ccc(-c2cc3c(nn2)-c2ccccc2C3=O)cc1
  6.4	-44.6	0.9	6.7	-82.7	16.6	8.3	-35.5	3.6
O=C(NC1CCS(=O)(=O)C1)c1c(NC(=O)C2COc3ccccc3O2)sc2c1CCCC2 (stereo not given)
  -12.2	5.7	2.5	-1.4	-0.4	4.6	31.8*	5.8	0.6
CC(C)CCNC(=O)C(C)N(Cc1ccc(F)cc1)C(=O)c1ccc(CN2CCCCC2)o1 (stereo not given)
  -5.1	-1.5	0.6	-8.8	0.2	-3.2	4.0	0.7	3.2
CCOc1ccc(NC(=O)N(CCC(C)C)C(C)c2ccco2)cc1 (stereo not given)
  6.8	5.3	5.9	-0.7	-0.7	-3.3	7.0	4.9	-0.8
Cc1nc(CNS(=O)(=O)c2ccc3c(c2)OCCO3)cs1
  -12.8	-0.7	5.8	6.3	-6.3	14.6	-3.6	-9.8	0.4
CCOc1ccccc1N1CCN(C(=O)c2cc3c(s2)CCC3)CC1
  7.8	.	0.9	2.2	8.1	4.4	2.8	-1.4	.
O=C1c2oc3ccccc3c(=O)c2C(c2cccc(O)c2)N1c1ccccn1 (stereo not given)
  18.2	1.0	0.6	11.2	9.4	2.5	4.0	0.1	-0.4
CCn1nc(NC(=O)c2ccncc2)c2cc3ccc(C)cc3nc21
  -7.8	7.0	-1.0	3.1	9.9	6.3	10.7	-3.4	-4.0
COc1cc2c(cc1OC)CN(C(=O)c1cc3ccccc3oc1=O)CC2
  1.2	0.3	4.7	4.3	10.2	6.4	11.1	5.9	4.9
Cc1ccnc(NC(=O)C2CCN(S(=O)(=O)c3cccc4nonc34)CC2)c1
  4.2	3.3	-2.1	2.3	-10.1	16.4	2.3	8.9	-2.4
Cc1c(O)nc(SC2CC(=O)N(c3ccccc3)C2=O)[nH]c1=O (stereo not given)
  5.3	1.2	5.6	-0.1	-7.7	-12.3	3.8	0.7	-6.7
N#CCCn1cnc2c(=S)nc[nH]c21
  14.6	1.9	0.5	2.1	11.6	-2.3	5.6	3.9	-3.8
c1ccc(CCN2CN(CCCN3CCOCC3)c3nc4ccccc4n3C2)cc1
  2.4	-7.2	3.4	11.3	32.5	-1.8	-11.9	0.4	-8.8
Cc1cccc(-n2nc3c(c2NC(=O)CCC2CCCCC2)CS(=O)C3)c1C (stereo not given)
  14.6	2.0	0.0	5.4	-0.8	7.9	1.3	3.5	3.5
CCCCOc1ccc(C(=O)N2CCC(C)CC2)cc1
  16.4	-4.4	5.6	8.2	16.7	5.8	6.1	0.1	-4.3
O=C(Nc1ccc2c(c1)OCO2)c1cccc(Cl)c1
  9.7	-4.2	-2.2	-5.6	30.5	-0.9	-6.2	-5.1	-2.5
Cc1cc(NC(=O)CSc2nnc(-c3ccco3)n2CC2CCCO2)no1 (stereo not given)
  5.9	3.8	0.6	3.0	-2.6	-7.1	6.0	8.9	4.0
CC(Sc1nc2ccccc2c(=O)n1Cc1ccco1)C(=O)c1ccccc1 (stereo not given)
  8.4	7.5	2.7	2.1	-2.1	8.8	3.3	6.7	2.3
O=C(Nc1ccccc1)N1CCn2c1nc1ccccc12
  25.4	3.5	-6.7	3.9	-1.1	-11.1	-0.9	3.4	8.6
CCOC(=O)Cc1csc(SCc2nc3ccccc3c(=O)[nH]2)n1
  9.7	-1.5	0.4	-4.2	18.1	13.4	-2.6	-4.2	9.6
COc1cccc(-c2cc(C(=O)Nc3cc(OC)c(OC)c(OC)c3)no2)c1
  4.2	-6.4	1.7	3.1	26.6	15.7	7.3	-6.4	-3.4
CC(C)c1ccc(C2CC(=O)N3CN(C)CSC3=C2C#N)cc1 (stereo not given)
  17.2	1.7	1.7	3.2	7.8	6.0	5.8	7.2	2.7
CC1CC(C)CN(c2nc3c(c(=O)[nH]c(=O)n3C)n2CCSc2nc3ccccc3o2)C1 (stereo not given)
  24.6	-2.0	-8.7	5.0	6.9	5.0	1.0	6.1	-3.1
Cc1ccc(C(C)C)c(OCc2nc(-c3nonc3N)no2)c1
  25.4	5.0	21.8*	8.2	37.3	-2.0	7.3	5.9	-1.6
CCCCn1c(SCC(N)=O)nnc1-c1ccco1
  10.9	-4.9	4.3	3.0	-11.1	0.9	0.6	-1.6	-4.3
O=c1[nH]c2ccccc2nc1Cc1ccccc1
  -15.4	5.8	2.4	1.2	4.4	3.4	3.8	5.7	-4.0
Cc1nc2c(C(=O)NCCC3=CCCCC3)c[nH]n2c(=O)c1Cl
  4.5	.	1.0	1.8	11.8	-0.9	6.7	4.4	.

Next part; the last 2 above are carried over.
The line under a structure holds: AP complement	ROCK2 blocker	CatB inh	CatB mix inh	RORa activator	CatS block	Ec RNAP inh	PKA kinase inh	JNK3 inh
O=c1[nH]c2ccccc2nc1Cc1ccccc1
  -15.4	5.8	2.4	1.2	4.4	3.4	3.8	5.7	-4.0
Cc1nc2c(C(=O)NCCC3=CCCCC3)c[nH]n2c(=O)c1Cl
  4.5	.	1.0	1.8	11.8	-0.9	6.7	4.4	.
N#CC(c1nc2ccccc2nc1N1CCCC1)S(=O)(=O)c1cccs1 (stereo not given)
  0.7	1.4	2.9	-1.1	-15.9	-0.1	7.0	3.4	3.4
CC(=O)N1C(=O)c2cccc3cccc(c23)C(=O)N1C(C)=O
  4.8	.	1.4	5.3	-29.9	-25.4	3.4	-2.3	.
CN=C1SC(CC(=O)Nc2sc(C)c(C)c2C(=O)OC)C(=O)N1C (stereo not given)
  5.8	1.2	3.3	0.2	-15.3	-4.6	3.1	7.7	0.9
O=C1CC(C(=O)NC2CCCCC2)C(c2ccccc2)O1 (stereo not given)
  2.8	5.9	0.2	3.3	-26.7	-7.1	5.1	12.9	-3.6
C=CCSC1=C(C#N)C(c2ccccc2OCC)CC(=O)N1 (stereo not given)
  7.8	5.6	4.3	4.4	17.3	2.7	6.9	6.7	3.0
COc1ccc(NC(=O)c2ccco2)cc1NC(=O)c1ccc(C)cc1
  1.1	4.6	5.3	1.0	5.9	4.0	7.6	1.2	3.9
COc1ccc(-n2c(=O)cc(N3CCN(c4ccccc4)CC3)[nH]c2=O)cc1
  -1.9	5.7	-0.8	-1.4	12.7	2.5	6.4	11.5	0.0
CCOC(=O)C1CN(S(=O)(=O)c2ccc(C)cc2)CCN1S(=O)(=O)c1ccc(C)cc1 (stereo not given)
  23.4	9.2	-1.3	-6.8	11.8	0.8	-7.1	4.5	1.1
CN(C(=O)CSc1nnnn1-c1ccccc1)C1CCCCC1
  -6.0	1.9	2.5	-9.6	-6.6	-5.9	5.3	5.7	8.0
N#Cc1cn(-c2ccccc2)nc1-c1cc2ccccc2oc1=O
  5.7	9.8	4.8	1.9	-0.6	0.5	-0.4	7.5	-2.2
O=C(c1cccc(S(=O)(=O)N2CCCC2)c1)N1CCN(c2ccccc2F)CC1
  -0.3	6.4	4.9	0.8	7.0	12.0	7.8	6.2	0.6
O=C(Nc1ccc(N2CCN(C(=O)c3ccccc3)CC2)c(Cl)c1)c1ccc(Br)o1
  .	14.1	-5.7	.	-1.0	.	7.1	6.4	7.3
CC(C)(C)C(=O)Nc1c2c(nc3c1CCC3)CCCC2
  9.1	-5.3	4.2	-7.5	-22.2	-20.1	7.4	-5.0	-9.6
COc1ccccc1OCc1nc(Cc2ccc(Cl)cc2)no1
  -0.6	5.7	-3.1	3.0	5.6	4.5	4.5	5.9	8.5
COC(=O)CSc1nc(N2CCOCC2)c2c(c1C#N)CC(C)(C)N(C)C2
  -3.1	6.9	0.2	3.7	-9.6	6.6	6.1	1.4	1.6
Cc1ccc(C)c(N2CCN(C(=O)CCS(=O)(=O)c3cccc4nonc34)CC2)c1
  10.7	.	-7.1	-3.5	19.3	-16.0	5.7	5.0	.
O=C1CCCC2=C1C1(CCCCC1)N=C(Nc1nc3ccccc3o1)N2
  21.0	7.3	5.3	1.8	-5.0	1.0	1.0	9.2	-4.7
Cc1nc(-c2ccc(C(=O)N3CCOCC3)cc2)cs1
  2.1	4.4	2.6	-2.2	10.7	11.7	1.7	4.5	0.9
CCc1ccccc1NC(=O)CSc1nc2n[nH]c(C)c2c(=N)n1-c1ccc(OC)cc1
  -1.7	4.6	-1.5	9.3	-4.4	19.8	16.2	4.2	12.4
CCC(=O)Nc1ccc(C(=O)n2ccc(C)n2)cc1
  35.2*	6.9	2.4	-3.2	-11.3	3.0	7.0	9.8	0.6
COc1ccc(NC(=O)CSc2nc3c(cc2C#N)CN(C)CC3)cc1
  8.6	4.3	5.0	4.5	-8.1	-4.2	6.8	8.9	-5.3
O=C(CC(c1ccccc1)c1cc(Br)ccc1O)NCc1ccco1 (stereo not given)
  -6.6	4.4	3.8	1.1	2.7	5.7	4.2	6.2	-6.0
CCn1c(NCc2cc(OC)ccc2OC)nc2ccccc21
  .	5.8	.	.	-14.2	.	.	11.7	0.0
COc1ccc(Nc2nc(N)nc(CN3CCC(Cc4ccccc4)CC3)n2)cc1
  11.0	-6.2	2.0	-0.7	-16.8	-0.7	-1.3	-7.6	-0.3
O=C(O)c1ccc(NS(=O)(=O)c2cc(Cl)ccc2Cl)cc1
  7.3	2.6	3.5	10.0	1.8	11.5	7.0	7.2	0.2
O=c1cc(NCc2ccccc2)c2ccccc2o1
  -1.3	8.3	0.7	-0.4	-8.7	6.2	9.4	13.4	2.0
Cc1sc2ncn(CC(=O)OCC(=O)NC(C)(C)C)c(=O)c2c1C
  4.4	2.5	0.8	-5.4	-16.4	-2.9	-0.1	3.9	1.4
Cc1noc(C)c1S(=O)(=O)NC1CCN(Cc2ccccc2)CC1
  8.5	2.0	-0.9	1.8	-11.2	2.5	6.1	4.8	-2.5
C=CCn1c(Cc2cccs2)nnc1SCC(=O)c1cccc(Br)c1
  -3.0	-2.2	2.9	-1.7	17.7	15.8	3.7	-1.2	-7.3
Cc1nn(CC(=O)NC(C)c2ccccc2)c(=O)c2ccccc12 (stereo not given)
  22.7	2.8	-1.1	0.4	-1.5	-5.8	4.6	3.7	9.0
C/C(CCc1oc2ccccc2c1-c1ccc(C)o1)=N/O
  2.5	5.0	2.4	0.2	-3.3	0.3	.	4.6	7.8
CCOCC(O)CSCc1ccc(Cl)cc1 (stereo not given)
  10.1	.	-1.1	-2.1	.	5.5	3.4	.	.
CCN(CCCNC(=O)CCCCn1c(=O)[nH]c2ccccc2c1=O)c1ccccc1
  11.6	5.3	2.2	1.0	-17.6	9.0	3.4	8.2	2.5
CC1(C)Cc2nc3oc4c(NCc5ccccc5)ncnc4c3cc2CO1
  15.1	6.2	0.1	-0.8	2.1	-12.3	2.9	-1.1	5.1

Entries of single compounds from above. Order of screens: AP complement	ROCK2 blocker	CatB inh	CatB mix inh	RORa activator	CatS block	Ec RNAP inh	PKA kinase inh	JNK3 inh
Shown for CCN(CCCNC(=O)CCCCn1c(=O)[nH]c2ccccc2c1=O)c1ccccc1 = 11.6	5.3	2.2	1.0	-17.6	9.0	3.4	8.2	2.5
Shown for CC1(C)Cc2nc3oc4c(NCc5ccccc5)ncnc4c3cc2CO1 = 15.1	6.2	0.1	-0.8	2.1	-12.3	2.9	-1.1	5.1
